# Pin1 inhibitor – blocks the human prolyl isomerase Pin1 | hit rate 0.009% among 390,000 | Pin1 FP peptide displacement, HiFluor488, 10 min | AID 504891 | Potency, µM (highest dose often 115 µM), without a hit: at the highest dose activity, negative = inhibition, usual class: inhibitors; active = well fitted inhibition curve with a large enough effect in the polarisation, with a control signal flat, not every such curve was filed as active; inconclusive = small, poorly fitted or top-dose-only effect, or effect the other way, or a change in a side signal; inactive = no such curve, though single readings can be large or run the other way; the % refers to the polarisation
# Target sequence (Q13526 whole entry, looked up): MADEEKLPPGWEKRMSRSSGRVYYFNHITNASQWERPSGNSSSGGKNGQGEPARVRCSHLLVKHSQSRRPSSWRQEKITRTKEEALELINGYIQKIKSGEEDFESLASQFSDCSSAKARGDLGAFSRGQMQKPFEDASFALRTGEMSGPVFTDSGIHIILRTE
# Starred values were filed as active, the others as inactive; u = inconclusive; & = joins results of further samples; [ ] = dose if it differs, or a comment. % is set by controls: 0 for no effect and ±100 for the full control effect; potency is the fitted concentration of half-maximal effect.
cpd	Pin1 inhibitor	SMILES
1	-9.1%	N#Cc1c(-c2ccc(Cl)cc2)no[n+]1[O-]
2	6.3%	NC(=O)C1CCN(c2ncc(-c3cccc(N4CCCC4)c3)s2)CC1
3	u	O=S(=O)(c1ccc2c(c1)OCCO2)N1CCN(S(=O)(=O)c2ccc(Cl)cc2F)CC1
4	-2.9%	O=C(O)c1ccc2c(c1)C(=O)N([C@H](Cc1ccc(O)c(O)c1)C(=O)O)C2=O
5	-4.4%	COc1ccc(C2c3c(nc(C)[nH]c3=O)Oc3ccc4ccccc4c32)cc1OC (stereo unspecified)
6	102.2%[activator]	CC(C)(C)NS(=O)(=O)c1cccc(Nc2nn3c(=O)c4ccccc4nc3s2)c1
7	41.5%[activator]	N=c1c2c(ccn1-c1ccccc1)Oc1ccc3ccccc3c1C2c1ccccc1 (stereo unspecified)
8	-0.7%	COc1cc(F)c(S(=O)(=O)N2CCCN(S(=O)(=O)c3ccc(NC(C)=O)cc3)CC2)c(F)c1
9	6.3%	Cc1ccc(NS(=O)(=O)c2ccc3c(c2)CCCC(=O)N3)cc1C
10	-7.8%	Cc1ccc(-c2nnc(N3CCC(C(N)=O)CC3)s2)cc1
11	20.3%	O=C(CNC(=O)c1cccc(Cl)c1)OC(C(=O)Nc1cc(C(F)(F)F)ccc1Cl)c1ccccc1 (stereo unspecified)
12	2.4%	COc1ccc(C2=Nn3c(nnc3-c3ccccc3OC)SC2)c(OC)c1
13	0.9%	COc1cc(F)cc(F)c1[S+](=O)([O-])N1CCN([S+](=O)([O-])c2ccc3c(c2)OCCO3)CC1
14	0.6%	C=Cc1cc(F)c(S(=O)(=O)N2CCN(S(=O)(=O)c3ccc4c(c3)OCCO4)CC2)cc1F
15	0.3%	COc1cc(F)c(S(=O)(=O)N2CCCN(S(=O)(=O)c3ccc(N)cc3)CC2)c(F)c1
16	-11.4%	COc1ccc(C2Nc3ccccc3C(=O)N2Cc2ccc(-c3ccccc3)cc2)cc1COc1ccc(NC(C)=O)cc1 (stereo unspecified)
17	-1.4%	O=S1(=O)N=C(Oc2ccc(Br)cc2)c2ccccc21
18	-3.3%	COc1ccc2nc(-c3cccc(F)c3)sc2c1
19	3.1%	CC(C)(C)OC(=O)NCc1nnc(-c2cc3ccccc3[nH]2)o1
20	-1.6%	Cc1ccc(NS(=O)(=O)c2ccc3c(c2)CCC(=O)N3)cc1Cl
21	0.1%	CC(C)(C)OC(=O)NCc1nnc(-c2nc3ccccc3[nH]2)o1
22	0.3%	O=C1c2ccccc2C(=O)N1c1cncc2ccccc12
23	-5.9%	O=C(Cc1nnc(CNC(=O)c2ccccc2)o1)Nc1cc(C(F)(F)F)ccc1Cl
24	31.3%[activator]	COc1ccc(C2=Nn3c(nnc3-c3cc(OC)cc(OC)c3)SC2)cc1
25	0.8%	CC(C)(C)OC(=O)NCC(=O)NNC(=O)c1cc2ccccc2[nH]1

# Continued; it opens with the 5 that closed the last part.
cpd	Pin1 inhibitor	SMILES
21	0.1%	CC(C)(C)OC(=O)NCc1nnc(-c2nc3ccccc3[nH]2)o1
22	0.3%	O=C1c2ccccc2C(=O)N1c1cncc2ccccc12
23	-5.9%	O=C(Cc1nnc(CNC(=O)c2ccccc2)o1)Nc1cc(C(F)(F)F)ccc1Cl
24	31.3%[activator]	COc1ccc(C2=Nn3c(nnc3-c3cc(OC)cc(OC)c3)SC2)cc1
25	0.8%	CC(C)(C)OC(=O)NCC(=O)NNC(=O)c1cc2ccccc2[nH]1
26	8.7%	COc1cc(-c2ccc3ncnc(NCc4ccc(C)o4)c3c2)cc(OC)c1OC
27	-4.4%	CC(C)CNc1nc(C#N)nc(Nc2ccccc2)n1
28	31.6%[activator]	Cc1noc(C)c1-c1ccc2ncnc(NC3CCCc4ccccc43)c2c1 (stereo unspecified)
29	21.2%	COc1ccc(C2c3c(ncn(CCCc4ccccc4)c3=N)Oc3ccc4ccccc4c32)cc1OC (stereo unspecified)
30	1.1%	CC(=O)Nc1cccc(S(=O)(=O)N2CCN(S(=O)(=O)c3ccc4c(c3)OCCO4)CC2)c1
31	-1.9%	O=C1CCc2cc(S(=O)(=O)Nc3ccc(Cl)c(Cl)c3)c(F)cc2N1
32	-5.9%	Cc1cc(N2C(=O)c3ccccc3C2=O)n[nH]1
33	-1.2%	c1ccc(P(c2ccccc2)c2cnc3ccccn23)cc1
34	-1.5%	CC(=O)Nc1ccc(S(=O)(=O)Nc2ccc(C)c(C)c2)cc1
35	21.4%	O=c1c2ccccc2nc2sc(Nc3cccc(N4CCNCC4)c3)nn12
36	2.6%	Cc1ccc(NS(=O)(=O)c2cccc(F)c2)cc1C
37	-1.7%	CCCCC(O)C(=O)Nc1cc(C(F)(F)F)ccc1Cl (stereo unspecified)
38	3.1%	O=[S+]([O-])(c1ccc2c(c1)OCCO2)N1CCN([S+](=O)([O-])c2c(F)cc(Br)cc2F)CC1
39	23.1%[230 µM]	O=C1Cc2cc(S(=O)(=O)N3CCN(c4cccc(C(F)(F)F)c4)CC3)ccc2N1
40	-0.3%	Cc1ccc(NS(=O)(=O)c2cc3c(cc2C)OCC(=O)N3)cc1C
41	36.1%[activator]	N#Cc1nc(Nc2cc(F)cc(F)c2)c2ncn(CCCO)c2n1
42	2.4%	Cc1cnc(N2CCC(C(N)=O)CC2)nc1-c1cccc(N(C)C)c1
43	u	O=C(O)CN1C(=O)/C(=C/c2ccc(-c3cccc(Cl)c3)o2)SC1=S
44	3.9%	O=C(NCc1nnc(-c2cc3ccccc3[nH]2)s1)c1ccccc1
45	41.1%[activator]	O=C(NCCCCc1ccccc1)C1CCN(c2nc(-c3ccc(Br)cc3)cs2)CC1
46	8.4%	O=C(OCC#CCSc1nnc(-c2cccc3ccccc23)o1)c1sc2ccccc2c1Cl
47	u	O=c1c2ccccc2nc2sc(NS(=O)(=O)c3ccc4c(c3)CCC4)nn12
48	2.4%	CN(C)CCCNc1ncnc2ccc(-c3ccc4c(c3)OCO4)cc12
49	19.4%	COc1cccc(C2c3c(ncn(-c4cccc(C#N)c4)c3=N)Oc3ccc4ccccc4c32)c1 (stereo unspecified)
50	u	Cc1cc2c(s1)c1cnn(Cc3ccc(F)cc3)c(=O)c1n2C

# A second format for some results above.
No.	canonical_smiles	Pin1 inhibitor
26	COc1cc(-c2ccc3ncnc(NCc4ccc(C)o4)c3c2)cc(OC)c1OC	8.7%
27	CC(C)CNc1nc(C#N)nc(Nc2ccccc2)n1	-4.4%
28	Cc1noc(C)c1-c1ccc2ncnc(NC3CCCc4ccccc43)c2c1 (stereo unspecified)	31.6%[activator]
29	COc1ccc(C2c3c(ncn(CCCc4ccccc4)c3=N)Oc3ccc4ccccc4c32)cc1OC (stereo unspecified)	21.2%
30	CC(=O)Nc1cccc(S(=O)(=O)N2CCN(S(=O)(=O)c3ccc4c(c3)OCCO4)CC2)c1	1.1%
31	O=C1CCc2cc(S(=O)(=O)Nc3ccc(Cl)c(Cl)c3)c(F)cc2N1	-1.9%
32	Cc1cc(N2C(=O)c3ccccc3C2=O)n[nH]1	-5.9%
33	c1ccc(P(c2ccccc2)c2cnc3ccccn23)cc1	-1.2%
34	CC(=O)Nc1ccc(S(=O)(=O)Nc2ccc(C)c(C)c2)cc1	-1.5%
35	O=c1c2ccccc2nc2sc(Nc3cccc(N4CCNCC4)c3)nn12	21.4%
36	Cc1ccc(NS(=O)(=O)c2cccc(F)c2)cc1C	2.6%
37	CCCCC(O)C(=O)Nc1cc(C(F)(F)F)ccc1Cl (stereo unspecified)	-1.7%
38	O=[S+]([O-])(c1ccc2c(c1)OCCO2)N1CCN([S+](=O)([O-])c2c(F)cc(Br)cc2F)CC1	3.1%
39	O=C1Cc2cc(S(=O)(=O)N3CCN(c4cccc(C(F)(F)F)c4)CC3)ccc2N1	23.1%[230 µM]
40	Cc1ccc(NS(=O)(=O)c2cc3c(cc2C)OCC(=O)N3)cc1C	-0.3%
41	N#Cc1nc(Nc2cc(F)cc(F)c2)c2ncn(CCCO)c2n1	36.1%[activator]
42	Cc1cnc(N2CCC(C(N)=O)CC2)nc1-c1cccc(N(C)C)c1	2.4%
43	O=C(O)CN1C(=O)/C(=C/c2ccc(-c3cccc(Cl)c3)o2)SC1=S	u

# Remaining list, next part
cpd	Pin1 inhibitor	SMILES
51	0.8%	O=[S+]([O-])(c1c(F)cccc1F)N1CCN([S+](=O)([O-])c2c(F)c(F)c(F)c(F)c2F)CC1
52	0.6%	Cc1cc2c(s1)c1cnn(Cc3cc(C(F)(F)F)ccc3F)c(=O)c1n2C
53	-0.4%	O=C1CCc2cc(S(=O)(=O)Nc3cc(F)cc(Cl)c3)c(F)cc2N1
54	2.2%	Cc1cc2c(s1)c1cnn(Cc3cc(F)c(F)c(F)c3F)c(=O)c1n2C
55	7.5%	COc1ccc(C2Nc3ccccc3C(=O)N2C2CCCC2)cc1COc1ccc(NC(C)=O)cc1 (stereo unspecified)
56	2.0%	CC(=O)Nc1ccc(S(=O)(=O)N2CCCN(S(=O)(=O)c3ccc4c(c3)OCCO4)CC2)cc1
57	10.7%	O=S(=O)(NC[C@@H]1CCC[C@H](CNS(=O)(=O)c2c(F)cccc2F)C1)c1ccc2c(c1)OCCO2
58	-0.9%	Cc1cc(C)n2ncc(C(=O)NCC(C)C)c2n1
59	-8.6%	Cc1ccc(C[C@H](C(=O)O)N2C(=O)c3ccc(C(=O)O)cc3C2=O)c(C)c1
60	-6.0%	CN(C)C(=O)C1CCN(c2nc(-c3ccc(Br)cc3)cs2)CC1
61	2.7%	O=C1CCc2cc(S(=O)(=O)Nc3ccccc3-c3ccccc3)ccc2N1
62	57.9%[activator]	COc1ccc(C2c3c(nc(CCc4ccccc4)[nH]c3=O)Oc3ccc4ccccc4c32)cc1OC (stereo unspecified)
63	-19.7%	O=C(O)c1ccc2c(c1)C(=O)N([C@H](Cc1ccc([N+](=O)[O-])cc1)C(=O)O)C2=O
64	4.0%	CCC(=O)NC(c1ccc(C)s1)c1cc(Cl)c2cccnc2c1O (stereo unspecified)
65	30.4%[activator]	O=C(NCc1ccc(F)cc1)n1c(-c2ccccc2)c(P(=S)(c2ccccc2)c2ccccc2)c2ccccc21
66	-2.0%	O=S(=O)(Nc1cccc2cccnc12)c1ccc(Br)s1
67	12.9%	COc1ccccc1N1C(=O)c2ccccc2C1=O
68	6.2%	Cc1cc2c(s1)c1cnn(Cc3ccccc3F)c(=O)c1n2C(C)C
69	0.2%	COc1ccc(-c2nnc3n2N=C(c2ccccc2OC)CS3)cc1OC
70	1.2%	O=C1CCCC2=C1C1(CCSCC1)N=C(Nc1nc3ccccc3o1)N2
71	-3.3%	O=C1CN(S(=O)(=O)c2c(F)cccc2F)CCN1S(=O)(=O)c1ccc2c(c1)OCCO2
72	44.8%[activator]	COc1ccc(CNc2ncnc3ccc(-c4c(C)noc4C)cc23)cc1
73	-4.6%	Cc1cc2c(s1)c1cnn(Cc3ccc(C)c(F)c3F)c(=O)c1n2C
74	0.1%	O=[S+]([O-])(c1ccc(OC(F)(F)F)cc1)N1CCN([S+](=O)([O-])c2ccc3c(c2)OCCO3)CC1
75	2.0%	CC(C)Oc1cccc(-c2cnc(N3CCC(C(N)=O)CC3)s2)c1
76	7.1%	O=C(O)Cc1cc(F)c(S(=O)(=O)N2CCN(S(=O)(=O)c3ccc4c(c3)OCCO4)CC2)cc1F
77	-10.5%	CC1(C)N=C(Nc2nc3ccccc3o2)NC2=C1C(=O)CCC2
78	72.8%[activator]	COc1cccc(C2=Nn3c(nnc3-c3cc(OC)cc(OC)c3)SC2)c1
79	-0.9%	CN1C(=O)Cc2cc([S+](=O)([O-])N3CCN([S+](=O)([O-])c4c(F)cccc4F)CC3)ccc21
80	-3.2%	O=S(=O)(c1ccc(Cl)cc1)N1CCN(S(=O)(=O)c2ccc3c(c2)OCCO3)CC1
81	u	CC(=O)Nc1sc2c(c1-c1nc3ccccc3s1)CCNC2
82	-0.9%	Cc1cc2c(s1)c1cnn(Cc3c(Cl)cccc3Br)c(=O)c1n2C
83	4.7%	COc1ccccc1NC(=O)C(OC(=O)CNC(=O)c1ccccc1)c1ccccc1 (stereo unspecified)
84	-12.2%	CCn1cnc2c(Nc3cc(F)cc(F)c3)nc(C(=O)COc3c(F)c(F)cc(F)c3F)nc21
85	5.7%	O=C1CCCC2=C1C1(CCCC1)N=C(Nc1nc3ccccc3n1Cc1ccccc1)N2
86	-2.8%	O=C(NCc1nnc(-c2nc3ccccc3[nH]2)o1)C1CCCCC1
87	3.5%	COc1cccc(C2c3c(ncn(-c4cccnc4)c3=N)Oc3ccc4ccccc4c32)c1 (stereo unspecified)
88	-7.1%	Cc1ccc(NS(=O)(=O)c2cc3c(cc2N(C)C)NC(=O)CC3)cc1C
89	-16.8%	Nc1c(-c2ccncc2)cc[nH]c1=O
90	-2.4%	O=C(CNC(=O)c1ccc(Cl)c(C(F)(F)F)c1)OC(C(=O)Nc1cc(C(F)(F)F)ccc1Cl)c1ccccc1 (stereo unspecified)
91	u	CC(=O)Nc1sc2c(c1-c1nc3ccccc3s1)CCN(C(=O)OC(C)(C)C)C2
92	1.2%	O=C1c2ccccc2C(=O)N1Cc1ccccc1
93	-1.8%	CCOc1ccccc1-c1nnc2n1N=C(c1ccccc1OC)CS2
94	3.2%	CNc1cccc(S(=O)(=O)N2CCN(S(=O)(=O)c3ccc4c(c3)OCCO4)CC2)c1
95	-11.3%	Cc1cc(C)n2ncc(C(=O)N3CCCC3)c2n1
96	-6.8%	COc1ccc(S(=O)(=O)N2CCN(S(=O)(=O)c3c(F)cccc3F)CC2)cc1
97	0.5%&1.6%	Cn1c2cc(C#N)sc2c2cnn(Cc3ccccc3F)c(=O)c21
98	4.6%	CC(=O)Nc1cccc(S(=O)(=O)N2CCCN(S(=O)(=O)c3ccc4c(c3)OCCO4)CC2)c1
99	13.9%	Cc1ccsc1CN(C)c1ncnc2ccc(-c3ccc4c(c3)OCO4)cc12

# Not all compounds are listed; the hit share may differ from the screen's.
